PostGolgi yeast – phenotypic screen on post-Golgi transport, primary screen | post-Golgi transport phenotypic cell assay | AID 739, 2007 | actives 0.9% (n = 98,000) | inhibition, % at 10 µM;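 also: yeast cells grown in 1536-well plates; yeast grown about 18 h at 30C before absorbance read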
LYP act – LYP phosphatase activators, primary screen, biochemical, DiFMUP fluorescence, 2 µM | recombinant LYP; 0 = plate median, 100 = signal doubled | activation, % at 2 µM | actives 0.11% (n = 96,000);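 active = activation at 2 µM above a set limit, the mean plus 5 SD, cut at about 37% in these data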
CYP2C9 act – human CYP2C9 activators, primary screen, biochemical, luminescence | AID 1024, 2008 | actives 1.4% (n = 96,000) | recombinant CYP2C9, luciferin-H conversion; stronger effect = higher value; factor 1 = untreated enzyme, 0 = blocked | activation factor at 5 µM;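 active = activation factor of 2 or more for CYP2C9 at a 5 µM dose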;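 also: 0 = sulfaphenazole-blocked wells and 1 = vehicle-only wells; values of inactives mirror those of a sister screen read the other way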
Target sequence (P11712 whole entry, looked up): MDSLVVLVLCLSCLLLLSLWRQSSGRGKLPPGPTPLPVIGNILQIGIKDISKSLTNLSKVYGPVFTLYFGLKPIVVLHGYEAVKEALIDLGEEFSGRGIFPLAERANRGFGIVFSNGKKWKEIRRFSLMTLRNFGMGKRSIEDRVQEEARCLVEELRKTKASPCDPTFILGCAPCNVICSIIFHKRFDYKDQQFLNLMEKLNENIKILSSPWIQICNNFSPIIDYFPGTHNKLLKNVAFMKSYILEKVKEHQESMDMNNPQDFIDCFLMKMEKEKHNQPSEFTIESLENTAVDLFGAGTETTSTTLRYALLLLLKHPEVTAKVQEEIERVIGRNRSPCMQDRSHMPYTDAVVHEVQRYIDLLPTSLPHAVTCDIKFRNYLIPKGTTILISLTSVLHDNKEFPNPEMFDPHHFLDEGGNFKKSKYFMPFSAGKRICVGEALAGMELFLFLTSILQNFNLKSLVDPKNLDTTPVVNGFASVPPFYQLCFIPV
PostGolgi ctrl – growth inhibition of yeast control strain, primary screen, counter-screen for post-Golgi transport modulator project. efflux-deficient yeast background strain, growth absorbance A615, 16 h. inhibition, % at 10 µM. actives 5% (n = 98,000). AID 738, 2007
DAT uptake mod – changed hDAT dopamine uptake under cocaine IC80, either direction, primary screen, cocaine antagonist project, cell-based, LLC-PK1 hDAT, [14C]-dopamine uptake, MLSMR. AID 449768, 2010. LLC-PK1 hDAT cells, [14C]-dopamine uptake with cocaine IC80; actives deviate in either direction. actives 1.3% (n = 110,000). Sodium-dependent dopamine transporter (Homo sapiens), Q01959. B-score at 10 µM;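 active = Z score or B-score, a plate-position-corrected score, falls beyond the plate's 99.7% confidence bounds, in either direction; inactive = both scores lie inside the 99.7% bounds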;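 also: scored against the spread of the other compound wells on the same plate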
Target sequence (Q01959 whole entry, looked up): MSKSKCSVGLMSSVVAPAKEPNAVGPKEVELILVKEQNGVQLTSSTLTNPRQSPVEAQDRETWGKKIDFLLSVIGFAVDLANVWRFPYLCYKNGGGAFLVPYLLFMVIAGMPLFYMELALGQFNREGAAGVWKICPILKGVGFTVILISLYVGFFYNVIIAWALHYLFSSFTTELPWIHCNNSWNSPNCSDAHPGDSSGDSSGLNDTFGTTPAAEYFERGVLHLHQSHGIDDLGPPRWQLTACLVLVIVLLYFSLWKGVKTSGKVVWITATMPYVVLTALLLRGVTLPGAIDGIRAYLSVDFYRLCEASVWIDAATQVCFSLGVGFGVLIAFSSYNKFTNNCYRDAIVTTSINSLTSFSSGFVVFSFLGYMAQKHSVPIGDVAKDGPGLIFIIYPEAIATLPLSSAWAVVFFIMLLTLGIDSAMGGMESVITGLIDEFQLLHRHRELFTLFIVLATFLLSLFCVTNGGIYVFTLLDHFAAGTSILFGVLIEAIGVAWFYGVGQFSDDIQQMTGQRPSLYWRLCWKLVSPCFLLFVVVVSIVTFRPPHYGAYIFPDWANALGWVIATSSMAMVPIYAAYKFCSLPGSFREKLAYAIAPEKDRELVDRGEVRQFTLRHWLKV
E coli WT exp – growth inhibitors of wild-type E. coli, primary screen, strain BW25113, expanded library, OD600; OD600 absorbance; growth inhibition, % at 100 µM; actives 0.15% (n = 98,000); AID 710, 2007;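 active = growth inhibition above about 50% at one test dose, limit read from the data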;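 also: growth measured after 20 h incubation at 37 °C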
CYP2C9 inh – blockers of cytochrome P450 2C9 activity – biochemical, luminescence, ADME assay, primary screen | AID 777, 2007 | P11712 | inhibition, % at 5 µM | CYP2C9 Supersomes, luciferin-H conversion | actives 20% (n = 96,000);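 active = blocking of liver enzyme CYP2C9 beyond about 50% at 5 µM, limit read from the data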; also: values of inactives mirror those of a sister screen read the other way
LYP inh 2 – PTPN22 phosphatase inhibitors, primary screen, biochemical, DiFMUP fluorescence, 2 µM | Tyrosine-protein phosphatase non-receptor type 22 (Homo sapiens), Q9Y2R2 | recombinant LYP catalytic domain | inhibition, % at 2 µM | actives 0.21% (n = 96,000) | AID 640, 2007;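 active = inhibition at 2 µM at or above a set limit, the screen mean plus 3 SD, cut at about 24% in these data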;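 also: 0% = DMSO with enzyme and 100% = enzyme fully blocked by orthovanadate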
Pyk2 oligo antag – antagonists of Pyk2 self-association, primary screen, Q293 cells, FERM NanoBiT luminescence, HTS. Protein-tyrosine kinase 2-beta (Homo sapiens), Q14289. stronger effect = lower value. z-score (the deposit names both 25 µM and 10 µM). actives 0.83% (n = 99,000);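 active = Z-score of -3 or lower, scaled per plate to the spread of control and sample wells; inactive = z-score above -3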;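 also: negative z-score means lost luminescence so less FERM oligomerization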
* marks the source's active call; other numbers are inactive results. Rule as the data show it, unless noted: active = inhibition above about 30%; inactive = the rest.

Start of the data: the first two records (preview)
CC(=O)c1c(C)[nH]c(C(=O)NCc2ccccc2)c1C was read as PostGolgi yeast -7.5, LYP act -1.2, CYP2C9 act 0.7, PostGolgi ctrl 10.3, DAT uptake mod -0.825, E coli WT exp -4.0, CYP2C9 inh 30.6, LYP inh 2 4.4 and Pyk2 oligo antag -0.22.
`CN(C)c1oc(-c2ccc(OCc3ccc(Cl)cc3)cc2)nc1C#N` gave PostGolgi yeast -0.2, LYP act 10.2, CYP2C9 act 1.3, PostGolgi ctrl -1.3, DAT uptake mod -0.406, E coli WT exp -7.0, CYP2C9 inh -27.4, LYP inh 2 -10.1 and Pyk2 oligo antag 0.14.

The listing, repeating the preview:
CC(=O)c1c(C)[nH]c(C(=O)NCc2ccccc2)c1C was read as PostGolgi yeast -7.5, LYP act -1.2, CYP2C9 act 0.7, PostGolgi ctrl 10.3, DAT uptake mod -0.825, E coli WT exp -4.0, CYP2C9 inh 30.6, LYP inh 2 4.4 and Pyk2 oligo antag -0.22.
`CN(C)c1oc(-c2ccc(OCc3ccc(Cl)cc3)cc2)nc1C#N` gave PostGolgi yeast -0.2, LYP act 10.2, CYP2C9 act 1.3, PostGolgi ctrl -1.3, DAT uptake mod -0.406, E coli WT exp -7.0, CYP2C9 inh -27.4, LYP inh 2 -10.1 and Pyk2 oligo antag 0.14.
N#Cc1ccc(CSc2nnc(-c3ccccn3)n2-c2ccc(Cl)cc2)cc1 was read as PostGolgi yeast 8.3, LYP act -7.3, CYP2C9 act 0.9, PostGolgi ctrl 7.0, DAT uptake mod 1.41, E coli WT exp 0.0, CYP2C9 inh 7.5, LYP inh 2 10.3 and Pyk2 oligo antag -0.71.
`COc1ccc(S(=O)(=O)Nc2nc3ccccc3s2)cc1OC` gave PostGolgi yeast 0.7, LYP act 4.7, CYP2C9 act 0.4, PostGolgi ctrl 5.9, DAT uptake mod 0.000335, E coli WT exp -7.0, CYP2C9 inh 62.1*, LYP inh 2 -5.2 and Pyk2 oligo antag -0.04.
COc1ccccc1-c1cc(C(F)(F)F)nc(N2CCCC2)n1 was read as PostGolgi yeast 5.8, LYP act -7.6, CYP2C9 act 1.3, PostGolgi ctrl -1.3, E coli WT exp 8.0, CYP2C9 inh -26.6, LYP inh 2 5.8 and Pyk2 oligo antag 0.21.
CCOC(=O)N1CCN(C(=O)C2CCN(c3ncnc4c3sc3cccc(F)c34)CC2)CC1 was read as PostGolgi yeast 2.8, LYP act -6.7, CYP2C9 act 0.8, PostGolgi ctrl 2.1, DAT uptake mod 1.24, E coli WT exp -2.0, CYP2C9 inh 16.8, LYP inh 2 9.3 and Pyk2 oligo antag -1.37.
Screening CC1(C)Oc2ccc(C(=O)N3CCOCC3)cc2N(CC(=O)N2CCOCC2)C1=O returned PostGolgi yeast 1.6, LYP act 5.4, CYP2C9 act 1, PostGolgi ctrl 9.0, DAT uptake mod -1.6, E coli WT exp -4.0, CYP2C9 inh -3.1, LYP inh 2 -8.0 and Pyk2 oligo antag -0.16.
`CN(c1ccccc1)C(c1ccc(F)cc1)c1nnnn1C1CCCC1` (centres undefined) gave PostGolgi yeast -1.8, LYP act 2.1, CYP2C9 act 0.2, PostGolgi ctrl 9.4, DAT uptake mod -0.00183, E coli WT exp -15.0, CYP2C9 inh 82.1*, LYP inh 2 -4.7 and Pyk2 oligo antag -1.63.
Screening COc1ccccc1OCC(=O)NCc1cccs1 returned PostGolgi yeast 1.9, LYP act 1.5, CYP2C9 act 0.9, PostGolgi ctrl 4.3, DAT uptake mod -0.177, E coli WT exp 3.0, CYP2C9 inh 9.2, LYP inh 2 -2.1 and Pyk2 oligo antag 0.16.
For COc1ccc(C(=O)N2CCN(c3ncnc4c(-c5ccccc5)nsc34)CC2)cc1 the results were PostGolgi yeast -5.7, LYP act -6.1, CYP2C9 act 1.1, PostGolgi ctrl 20.1, E coli WT exp 2.0, CYP2C9 inh -8.1, LYP inh 2 9.4 and Pyk2 oligo antag -0.3.
Screening CN(c1ccc(C(=O)NCc2cccnc2)cc1)S(C)(=O)=O returned PostGolgi yeast -2.6, LYP act -2.2, PostGolgi ctrl 7.4, DAT uptake mod -0.0819, E coli WT exp 7.0, LYP inh 2 -1.3 and Pyk2 oligo antag 0.93.
c1cc(-c2noc(CCC3CCCC3)n2)ccn1 was read as PostGolgi yeast -7.8, LYP act -1.9, CYP2C9 act 0, PostGolgi ctrl 7.9, DAT uptake mod 0.725, E coli WT exp 12.0, CYP2C9 inh 96.2*, LYP inh 2 0.6 and Pyk2 oligo antag 1.8.
`COc1ccc(N2CC(C)Cn3c2nc2c3c(=O)n(CCc3ccccc3)c(=O)n2C)cc1` (centres undefined) gave CYP2C9 act 1, DAT uptake mod 0.00712, CYP2C9 inh -3.3 and Pyk2 oligo antag -0.02.
For CCc1ccc(C(=O)Cn2ncc(Cl)c(Cl)c2=O)cc1 the results were PostGolgi yeast -2.6, LYP act 3.7, CYP2C9 act 0.9, PostGolgi ctrl 6.8, DAT uptake mod 1.19, E coli WT exp -1.0, CYP2C9 inh 5.0, LYP inh 2 0.5 and Pyk2 oligo antag 0.71.
COc1cc(C2c3c(n[nH]c3C)C(=O)N2c2ccc(C)cc2)ccc1O (centres undefined) was read as PostGolgi yeast -1.0, CYP2C9 act 0.6, PostGolgi ctrl -3.0, DAT uptake mod 0.833, E coli WT exp 5.0, CYP2C9 inh 43.7 and Pyk2 oligo antag -1.03.
`COc1cccc(NC(=O)Cc2nnc(SCCOc3ccccc3)n2C)c1` gave PostGolgi yeast -0.4, LYP act -5.1, CYP2C9 act 0.5, PostGolgi ctrl 14.0, DAT uptake mod 0.589, E coli WT exp -6.0, CYP2C9 inh 47.1, LYP inh 2 7.6 and Pyk2 oligo antag 2.09.
Screening CCOC(=O)C1=C(C)NC(SC)=NC1c1ccc(OC)cc1 (centres undefined) returned LYP act -5.2, DAT uptake mod 1.65, LYP inh 2 5.6 and Pyk2 oligo antag 1.28.
Cc1ccc(C)c(N(CC(=O)NCCC2=CCCCC2)S(C)(=O)=O)c1 was read as PostGolgi yeast 7.7, LYP act -6.6, CYP2C9 act 0.6, PostGolgi ctrl 7.0, DAT uptake mod -0.181, E coli WT exp -3.0, CYP2C9 inh 36.5, LYP inh 2 3.8 and Pyk2 oligo antag -0.79.
Screening COc1ccc(-n2c(-c3ccc(F)cc3)cnc2SCC(=O)NCc2ccco2)cc1 returned PostGolgi yeast -1.0, LYP act -10.9, CYP2C9 act 0.1, PostGolgi ctrl 22.9, DAT uptake mod 0.754, E coli WT exp 3.0, CYP2C9 inh 94.3*, LYP inh 2 8.4 and Pyk2 oligo antag -2.32.
`CCOC(=O)CCCn1ncn2c(cc3occc32)c1=O` gave PostGolgi yeast -9.2, LYP act -3.3, CYP2C9 act 0.9, PostGolgi ctrl -5.0, DAT uptake mod 0.975, E coli WT exp 1.0, CYP2C9 inh 5.3, LYP inh 2 2.4 and Pyk2 oligo antag 0.94.
For CCOC(=O)Cc1c(C)c2c(O)cc(O)cc2oc1=O the results were PostGolgi yeast 3.6, LYP act -8.9, CYP2C9 act 0.9, PostGolgi ctrl -2.7, DAT uptake mod 0.163, E coli WT exp 12.0, CYP2C9 inh 9.3, LYP inh 2 5.8 and Pyk2 oligo antag -0.48.
Screening Brc1ccc(-c2cn3c(n2)CCc2ccc4cccnc4c2-3)cc1 returned PostGolgi yeast 51.6*, LYP act 1.0, CYP2C9 act 1, PostGolgi ctrl 59.1*, DAT uptake mod 0.984, E coli WT exp -4.0, CYP2C9 inh 3.8, LYP inh 2 1.6 and Pyk2 oligo antag 0.63.
For N#Cc1c(N)oc(-c2ccccc2)c1-c1ccccc1 the results were PostGolgi yeast 2.9, CYP2C9 act 0.4, PostGolgi ctrl -10.4, DAT uptake mod -0.629, E coli WT exp -4.0, CYP2C9 inh 55.9* and Pyk2 oligo antag 0.9.
CC(=O)Nc1ccc(S(=O)(=O)N[C@H](C(=O)O)C(C)C)cc1 was read as PostGolgi yeast 3.0, LYP act -11.8, CYP2C9 act 1.1, PostGolgi ctrl -2.5, DAT uptake mod 0.0385, E coli WT exp 1.0, CYP2C9 inh -6.0, LYP inh 2 11.9 and Pyk2 oligo antag 0.69.
Cc1ccc(S(=O)(=O)Nc2cc(C(=O)Nc3cc(C)cc(C)c3)ccc2Cl)cc1 was read as PostGolgi yeast -1.2, LYP act 2.1, CYP2C9 act 0.2, PostGolgi ctrl 36.8*, DAT uptake mod -0.43, E coli WT exp -3.0, CYP2C9 inh 79.8*, LYP inh 2 -5.1 and Pyk2 oligo antag -0.38.
For O=C(NCC1CCCO1)c1onc(CSc2cccc(Cl)c2)c1C(=O)O (centres undefined) the results were PostGolgi yeast -3.5, LYP act 11.4, CYP2C9 act 0.5, PostGolgi ctrl -4.1, DAT uptake mod -0.319, E coli WT exp -1.0, CYP2C9 inh 54.7* and LYP inh 2 -7.9.
`CC(=O)C1=C(C)NC(SCC(=O)c2ccc(Cl)cc2)=C(C#N)C1CC(C)C` (centres undefined) gave PostGolgi yeast 5.0, LYP act 2.3, CYP2C9 act 0, PostGolgi ctrl 11.2, DAT uptake mod 2.38, E coli WT exp -11.0, CYP2C9 inh 95.2*, LYP inh 2 -1.3 and Pyk2 oligo antag 1.6.
CC1CN(C(=O)C2CCCN2S(=O)(=O)c2ccc(Cl)cc2)CC(C)O1 (centres undefined) was read as PostGolgi yeast -2.6, LYP act -4.4, CYP2C9 act 0.7, PostGolgi ctrl 23.5, DAT uptake mod 0.242, E coli WT exp -3.0, CYP2C9 inh 28.5, LYP inh 2 1.8 and Pyk2 oligo antag 1.31.
`Nc1cc(=O)[nH]c(SCC(=O)Nc2ccc(Cl)c(Cl)c2)n1` gave PostGolgi yeast -4.8, LYP act 10.9, CYP2C9 act 1, PostGolgi ctrl 3.7, DAT uptake mod 0.119, E coli WT exp 2.0, CYP2C9 inh -1.3, LYP inh 2 -8.9 and Pyk2 oligo antag 0.17.
For CCCC(=O)NC(NC(=S)Nc1c(C)n(C)n(-c2ccccc2)c1=O)C(Cl)(Cl)Cl (centres undefined) the results were PostGolgi yeast -6.5, LYP act 2.8, CYP2C9 act 0.6, PostGolgi ctrl 1.4, DAT uptake mod -1.15, E coli WT exp 4.0, CYP2C9 inh 35.8, LYP inh 2 0.6 and Pyk2 oligo antag -0.1.
For Cc1cccc(C(=O)Nc2ccccc2N2CCN(c3ccc(F)cc3)CC2)c1 the results were LYP act 0.2, DAT uptake mod -0.0185, LYP inh 2 0.3 and Pyk2 oligo antag -0.72.
COc1ccc(/C=N/n2c(=O)[nH]c3c([nH]c4ccc(C)cc43)c2=O)cc1CN1CCOCC1 was read as PostGolgi yeast 4.7, LYP act -3.5, CYP2C9 act 0.8, PostGolgi ctrl 5.7, DAT uptake mod -0.144, E coli WT exp 5.0, CYP2C9 inh 17.3, LYP inh 2 1.7 and Pyk2 oligo antag 0.14.
COc1cc(/C=C2/C(=N)N3C=CSC3=NC2=O)ccc1OCCCOc1ccccc1C was read as PostGolgi yeast -6.4, LYP act -11.6, CYP2C9 act 0.2, PostGolgi ctrl 2.2, DAT uptake mod -0.0703, E coli WT exp -4.0, CYP2C9 inh 76.4*, LYP inh 2 13.5 and Pyk2 oligo antag 0.03.
`CCC(C)OC(=O)C1=C(C)O[C@]23OC(N)=C(C#N)[C@]12C(=O)c1ccccc13` (some centres undefined) gave LYP act 0.7, DAT uptake mod 0.161, LYP inh 2 -1.4 and Pyk2 oligo antag 1.58.
Screening COc1ccc(CC(=O)Nc2ccc(-c3nnc(-c4ccccc4)o3)cc2)cc1 returned PostGolgi yeast -1.9, LYP act -0.6, CYP2C9 act 0.8, PostGolgi ctrl -2.6, E coli WT exp -4.0, CYP2C9 inh 19.0, LYP inh 2 0.0 and Pyk2 oligo antag -0.34.

Screening results as filed in PubChem BioAssay.
